SW480 rerep: A quantitative high throughput screen for small molecules that induce DNA re-replication in SW480 colon adenocarcinoma cells; SW480 DNA re-replication, Hoechst DNA content imaging, 48 h; actives 1.8% (n = 340,000); Potency, µM (series often up to 46.1 µM), for the others: at the highest dose re-replication activation, usual class: activators; also: potency is read from the fitted curve at half-maximal effect; % of control where 0% means no effect; nearly all actives have a fitted effect of over 55% in size
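Cells (250 per well) received 23 nL compound or DMSO by pin tool and were kept 48 hr at 37 C, 5% CO2. Nuclei were then stained with Hoechst for 40 min and scanned for DNA content.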
HT1080-NT tox: qHTS for induction of synthetic lethality in tumor cells producing 2HG: qHTS for the HT-1080-NT fibrosarcoma cell line. HT-1080-NT fibrosarcoma viability, CellTiter-Glo ATP luminescence, 48 h. Potency, µM (titrated, usually from 46.1 µM), for inactives: top-dose activity, negative = less viability, usual class: cytotoxic. actives 1.6% (n = 360,000). AID 686970, 2013;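 also: NT is the 2HG producing partner of a matched IDH1 knockdown line; potency is read from the fitted curve at half-maximal effect; 0% = DMSO-treated cells and -100% = media-only wells without cells; nearly all actives have a fitted effect of over 55% in size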
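Fibrosarcoma NT cells, 750 per well in 5% FBS RPMI, were exposed to compound for 48 hours. Viability: CellTiter-Glo luminescence.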
ATXN2 expr inh: Primary qHTS for Inhibitors of ATXN expression; AID 1745845, 2022; actives 0.72% (n = 360,000); Potency, µM (top dose mostly 57 µM), without a hit: at the top dose activity change, negative = inhibition, most hits filed as inhibitors; HEK-293 ATXN2-luciferase reporter, luminescence, 24 h; also: potency is read from the fitted curve at half-maximal effect; % is scaled to controls: 0 for no effect and ±100 for the full control effect; nearly all actives have a fitted effect of over 55% in size
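ATXN2-luciferase reporter cells (luciferase flanked by upstream and downstream ATXN2 gene portions) were treated 24 h at 37 °C with compounds at up to 57 uM. SteadyGlo luminescence gave expression; GF-AFC fluorescence gave viability.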
HT1080 IDH1KD tx: qHTS for induction of synthetic lethality in tumor cells producing 2HG: qHTS for the HT-1080-IDH1KD cell line; HT-1080 IDH1 knockdown viability, ATP luminescence, 48 h; Potency, µM (highest dose often 46.1 µM), for the others: top-dose activity, negative = toxicity, hits mostly cytotoxic; actives 2% (n = 360,000); AID 686971, 2013;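 also: potency is read from the fitted curve at half-maximal effect; 0% = DMSO wells and -100% = cell-free medium wells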
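After a 2 h attachment period, IDH1KD HT-1080 cells took pin-transferred compound for 48 h at 37 °C; ATP-based luminescence after 10 min room-temperature reagent incubation reported viability.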
IL-1B inflam inh: qHTS for Inhibitors of Inflammasome Signaling: IL-1-beta AlphaLISA Primary Screen; THP-1 LPS/ATP IL-1B secretion, AlphaLISA, 16 h; active compounds read low; activity change, % at 57.5 µM; actives 4.7% (n = 360,000); in the data active = activity change below about -50%; inconclusive = mostly about -30% to -49%; also: % is scaled to controls: 0 for no effect and ±100 for the full control effect
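THP-1 cells pretreated 1 hr with compounds (up to 57.5 uM final), then stimulated with LPS (250 ng/mL final) plus ATP (1.25 mM final); secreted IL-1B measured by AlphaLISA after 16 hr, decreased signal indicating inhibition.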
S2 tox: Viability Counterscreen for Primary qHTS for Inhibitors of ATXN expression. S2 cells (HEK-293 line with an ATXN2-luciferase reporter) viability, CellTiter-Fluor protease fluorescence, 24 h. Potency, µM (doses to about 56.7 µM), actives largely listed as cytotoxic. actives 0.49% (n = 400,000). AID 651635, 2014; also: potency is read from the fitted curve at half-maximal effect; nearly all actives have a fitted effect of over 40% in size
HepG2 tox: qHTS for Inhibitors of TGF-b: Cytotox Counterscreen. HepG2 CAGA-GFP viability, ATP luminescence, 18 h. Potency, µM (top dose mostly 46.1 µM), for the others: at the highest dose activity change, negative = cytotoxicity, usual class: cytotoxic. actives 0.76% (n = 410,000). AID 588856, 2011; also: potency is read from the fitted curve at half-maximal effect; some results filed as inactive show a strong effect at the top dose
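CellTiter-Glo luminescence gave cytotoxicity after 18 hours at 37 degrees C. The cells were HepG2 CAGA-GFP in 1% FBS DMEM, stimulated with 500 pg/mL TGF-beta after compound addition. %Activity was normalised to no-cell wells (complete cell-killing) and DMSO (no toxicity), and curves were fitted and classified.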
KB-3-1 cytotox: qHTS assay for MDR1-selective chemotherapeutics: Primary screen using the parental adenocarcinoma cell KB-3-1; actives 1.4% (n = 400,000); KB-3-1 viability, CellTiter-Glo ATP luminescence, 72 h; Potency, µM (doses to about 46.1 µM), without a hit: at the top dose activity change, negative = cytotoxic, most hits filed as cytotoxic; also: potency is read from the fitted curve at half-maximal effect; % is scaled to controls: 0 for no effect and ±100 for the full control effect; nearly all actives have a fitted effect of over 60% in size
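Here the drug-naive KB-3-1 line serves as comparator for MDR sub-line selectivity; cells received compound titrations, 72 h at 37 °C, then CellTiter-Glo readout.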
MCF10A rereplic: A quantitative high throughput screen for small molecules that induce DNA re-replication in MCF 10a normal breast cells. MCF 10A DNA re-replication, Hoechst nuclear intensity, 48 h. Potency, µM (doses to about 46.1 µM), inactives show at the top dose activity, positive = re-replication, actives largely listed as activators. actives 2.9% (n = 350,000). AID 624296, 2012; also: potency is read from the fitted curve at half-maximal effect; % of control where 0% means no effect; nearly all actives have a fitted effect of over 50% in size
* hit, by the source's call; i = inactive; u = inconclusive; x = not tested or not shown; & = joins results of further samples; [ ] = another dose, or the depositor's remark. Unless noted, calls follow the shape of the dose curve; as a rule, active = well fitted curve in the direction sought with a large enough effect; inconclusive = small, poorly fitted or top-dose-only effect, or another doubt; inactive = no such curve, though single readings can be large; an effect the other way counts as inactive or inconclusive.

SMILES	SW480 rerep	HT1080-NT tox	ATXN2 expr inh	HT1080 IDH1KD tx	IL-1B inflam inh	S2 tox	HepG2 tox	KB-3-1 cytotox	MCF10A rereplic
O=C(NCCc1ccccc1)C1CCN(C2CCN(C(=O)CC3=CCCCC3)CC2)CC1	14%	1%	-16%[11.3 µM]	-2%	-28	i	-1%	-18%	-27%
Cc1c(C2(c3c(C)n(C)n(-c4ccccc4)c3=O)C(=O)Nc3ccc(F)cc32)c(=O)n(-c2ccccc2)n1C	-3%	9%	-1%	11%	26	i	6%	12%	3%
CCc1cc(=S)n2c([nH]c3ccccc32)c1C#N	u	u	u	u	0	x	-41%	u	u
O=C(Cn1cnc2ccccc2c1=O)OCCCCN1C(=O)c2ccccc2C1=O	-4%	17%	-1%	17%	-10	i	-1%	u	11%
CC1CCN(CCCNC(=O)CCNC(=O)Cn2cnc3ccccc3c2=O)CC1	-9%	7%	-13%	19%	-5	i	16%	-2%	-6%
O=C(CSc1cccs1)NCCc1ccccc1	u	-6%	15%	-2%	21	i	0%	-2%	3%
CSc1ccc(CN2CCC(C)(Oc3cccc(F)c3)C2)cc1 (stereo unspecified)	x	-11%	-11%	0%	21	i	-18%	0%	x
Cc1ccc(-n2ncc3c(=O)n(CC(=O)NCc4ccco4)cnc32)cc1	u	-24%	-2%	-30%	21	i	3%	u	u
N#CC(C(=O)Nc1ccccc1)=C1Nc2ccccc2N1	-1%	14%	9%	3%	-4	i	4%	1%	-2%
CCc1ccc(NC(=O)C(Cc2ccccc2)NS(=O)(=O)c2ccc3c(c2)c(=O)n(C)c(=O)n3C)cc1 (stereo unspecified)	x	x	-15%	x	x	i	4%	10%	x
O=C(Cc1ccc([N+](=O)[O-])cc1)N/N=C/c1ccco1	1%	5%	-3%	5%	-29	i	-1%	15%	-3%
COc1ccc(C(=O)OCC(=O)Nc2ccc(OC)c(S(=O)(=O)N3CCCCC3)c2)cc1[N+](=O)[O-]	u	-5%	2%	-2%	-16	i	-7%	-2%	-5%

Compound profiles (already shown). Order of screens: SW480 rerep, HT1080-NT tox, ATXN2 expr inh, HT1080 IDH1KD tx, IL-1B inflam inh, S2 tox, HepG2 tox, KB-3-1 cytotox, MCF10A rereplic
Profile of Cc1ccc(-n2ncc3c(=O)n(CC(=O)NCc4ccco4)cnc32)cc1 → u, -24%, -2%, -30%, 21, i, 3%, u, u
Profile of N#CC(C(=O)Nc1ccccc1)=C1Nc2ccccc2N1 → -1%, 14%, 9%, 3%, -4, i, 4%, 1%, -2%
Profile of CSc1ccc(CN2CCC(C)(Oc3cccc(F)c3)C2)cc1 (stereo unspecified) → x, -11%, -11%, 0%, 21, i, -18%, 0%, x
Profile of O=C(CSc1cccs1)NCCc1ccccc1 → u, -6%, 15%, -2%, 21, i, 0%, -2%, 3%

(listing goes on)
SMILES	SW480 rerep	HT1080-NT tox	ATXN2 expr inh	HT1080 IDH1KD tx	IL-1B inflam inh	S2 tox	HepG2 tox	KB-3-1 cytotox	MCF10A rereplic
CCOC(NC(=O)c1ccccc1)C(NC(=O)c1ccccc1)OCC (stereo unspecified)	-1%	-2%	-4%	-1%	15	i	2%	20%	1%
O=C(CCC1CCCCC1)Nc1ccc(C(=O)c2ccncc2)cc1	-9%	-4%	-13%	0%	-92*	i	4%	-6%	1%
COc1ccc(Cl)cc1C1=NOC2(CCC2)C(=O)N1Cc1cccc(C#N)c1	x	-20%	-8%	u	-2	i	-11%	u	x
O=C(Nc1ccc2c(c1)OCO2)C1CCCN1C(=O)NCc1ccccc1 (stereo unspecified)	-4%	-1%	2%	18%	-9	u	9%	3%	16%
Cc1cccc(NC(=O)CSc2nc3c(oc4ccccc43)c(=O)n2C(C)C)c1	x	x	-12%	x	x	u	-21%	0%	x
COc1ccc(OCC(=O)Nc2nc3ccccc3[nH]2)cc1	0%	11%	7%	4%	0	i	-5%	1%	1%
CC1=CCC(C(=O)O)C(C(=O)Nc2ccc(-c3nc4ccc(C)cc4s3)cc2)C1 (stereo unspecified)	25%	-19%	46%[activator]	-29%	-14	i	4%	1%	u
CCCc1nn(C)c(C(=O)Nc2ccccc2)c1Cl	-2%	16%	88%[activator]	8%	-9	u	-9%	11%	15%
Cc1ccc(Cl)cc1NC(=O)CC1NCCNC1=O (stereo unspecified)	-1%	-1%	-25%	-2%	16	i	-11%	17%	-5%
O=C(NC1CCCCC1)C(c1ccco1)N(CCc1ccccc1)C(=O)C(F)(F)F (stereo unspecified)	1%	0%	-11%	-15%	17	i	-15%	u	2%
CCN1CCN(Cc2ccc(NC(=O)c3cc(NC(=O)N4CCNC4=O)cc(OC)c3)cc2C(F)(F)F)CC1	u	-11%&-20%	u	-23%&1%	50&23	i	-74%&1%	u	0%
CCCNC(C)C(=O)Nc1ccccc1C (stereo unspecified)	-13%	1%	-2%&-5%	-1%	8	u	-1%	0%	12%
Nn1c(SCC(=O)Nc2ccc3c(c2)CCC3)nnc1C1CC1	-5%	9%	-1%	7%	17	i	-6%	u	-1%
CCN(C(=O)CSc1nnc(Nc2ccccc2C)s1)C1CCS(=O)(=O)C1 (stereo unspecified)	6%	-3%	-1%	-1%	-3	i	0%	16%	2%
COc1cc(/C=C/C(=O)O)ccc1OS(=O)(=O)c1ccc(C)cc1	-3%	-4%	4%	-10%	-1	i	5%	-1%	-7%
CCC(=O)N1CCC(C)(C(=O)Nc2ccc(OC)c(OC)c2)C1 (stereo unspecified)	x	14%	4%	5%	36	i	-2%	0%	x
CN1C(C(=O)Nc2ccccn2)=C(O)c2sccc2S1(=O)=O	-51%[inhibitor]	-9%	12%&17%&9%	3%	-4	i	1%	0%	-9%
Cc1ccc(NC(=O)c2ccc(NC3=NC4CS(=O)(=O)CC4S3)cc2)cc1 (stereo unspecified)	u	1%	11%	3%	8	i	7%	-2%	0%
CC(C)(C)N1[C@@H](CC(=O)O)c2cc(C(F)(F)F)ccc2S1(=O)=O	-11%	-1%	2%	7%	2	i	6%&27%	7%&-3%	13%
Cc1occc1C(=O)OCC(=O)Nc1ccc(F)cc1	-2%[9.22 µM]	21%	45%[activator]	0%	11	i	-12%	0%	-5%
Cc1ccccc1C(=O)Oc1ccc2ccc(O)cc2c1	-21%	12%	64%[activator]	8%	-14	i	1%	0%	u
Cc1ccc(-c2ccc(/C=N/N3C(=O)C4C5C=CC(C6CC56)C4C3=O)o2)c([N+](=O)[O-])c1 (stereo unspecified)	9%	-6%	-5%	1%	-9	i	-6%	4%	u
Cc1onc(-c2ccccc2)c1C(=O)Nc1ccc(OC(C)C)cc1	1%	0%	-7%	2%	u	i	-2%	-5%	3%
O=C(c1ccccc1)c1cc(-c2ccccn2)c(N2CCOCC2)s1	2%	16%	u	0%	23	u	-17%	-13%	1%
Cc1nc2ccc(S(=O)(=O)NCC(=O)N(C)Cc3ccco3)cc2s1	-4%	6%	-3%	7%	-12	i	15%	10%	7%
O=C(/C=N/O)NCCCn1ccnc1	2%	1%	1%	0%	22	i	0%	0%	17%
Cc1ccc(C)n1NC(=O)c1ccccc1	-10%	16%	2%	1%	-16	i	-16%	-2%	-1%
Cc1ccc(O)c(CO)n1	-96%	-1%	7%	18%	-9	i	-18%	11%	-7%
Cc1nn(-c2ccc(C(=O)O)cc2)c(=O)c2ccccc12	-25%	2%	-3%	2%	26	i	-13%	0%	-1%
O=C(CCc1nnc(Cc2c[nH]c3ccccc23)o1)NCC1CC12CCCCC2 (stereo unspecified)	-2%	-11%	6%	-1%	-5	i	-10%	3%	2%
CCOc1ccccc1/C=c1\sc2ncnn2c1=O	0%	5%	18%	6%	0	i	0%	8%	-2%
Cc1ccc(NC(=O)Cc2nnc(SCC(=O)Nc3nncs3)n2C)c(C)c1	1%	-11%	-10%	9%	5	i	-8%	-9%	3%
C=CC[C@]12CC=CC(=O)[C@@]1(O)O[C@H](c1ccc(OC)c(OC)c1)[C@H]2C	u	-2%	u	-16%	-115*	u	-72%	u	6.5µM*
CCOC(=O)[C@]12CCCC=C1N(Cc1ccccc1)C(=O)[C@H](CC(=O)NCCCN1CCCC1=O)C2	x	21%	x	26%	4	x	x	1%	x
Cc1cc(C)c(NC(=O)CNC(=O)c2ccccc2OCc2c(C)noc2C)c(C)c1	u	0%	6%	-1%	7	u	0%	-2%	26%
Cc1ccc(S(=O)(=O)N2CCC(=O)N([C@H](COC(=O)Nc3ccccc3)Cc3ccccc3)CC2)cc1	x	-11%	7%	3%	-10	i	x	-5%	x
O=C(O)c1ccc(NC(=S)NC(=O)c2ccc3ccccc3c2)cc1	-5%	-1%	20%	-1%	-6	i	-16%	1%	6%
O=C(NCCc1ccccn1)c1cccc(S(=O)(=O)N2CCc3ccccc32)c1	-1%	-8%	-14%	-13%	11	i	-2%	-6%	18%
CCC1=Nc2cc(C(=O)NCCCOC)ccc2Sc2ccc(Br)cc21	x	x	-15%	x	x	u	-1%	0.82µM*	x
COc1ccc(C2C(C#N)=C(N)OC3=C2C(=O)CCC3)cc1Cn1cc([N+](=O)[O-])cn1 (stereo unspecified)	4%	23%	x	12%	0	i	17%	8%	1%
O=C(NCc1nnc(SCc2ccccc2)n1-c1ccccc1)C12CC3CC(CC(C3)C1)C2	1%	u	-5%	u	u	u	5%	-9%	0%
FC(F)Oc1ccccc1/C=N/n1cnc2ccccc21	-9%	-5%	x	-2%	14	i	-13%	u	-4%
O=C(Cc1c(F)cccc1Cl)Nc1ccccc1C(=O)N1CCOCC1	-1%	0%	5%	4%	7	i	11%	x	-3%

Source: PubChem (National Center for Advancing Translational Sciences (NCATS))
